# Bioassay records from PubChem.
# Pf apPOL block: Pf-apPOL DNA polymerase inhibition. actives 0.25% (n = 210,000). Recombinant Pf-apPOL, molecular beacon fluorescence, 1.5 h. AID 1794808. inhibition, % at 10 µM
# mHTT CaM bind: mHTT-calmodulin interaction abrogation | AlphaScreen His-mHTT/GST-CaM binding, luminescence | inhibition, % at 15 µM | actives 3.6% (n = 190,000);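 note: 0% = both proteins with DMSO and 100% = one protein alone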
# Numbers without * were called inactive; i = inactive; · = no result given; & = joins results of further samples. Cut-off read from the data, not from the text of the source: active = inhibition above about 50%; inactive = the rest.
# Screens in order: Pf apPOL block	mHTT CaM bind
> CN(C)CCCCOc1ccccc1-c1ccccc1
 : -4	-4
> CC(C)c1nnc2n1CCN(C(=O)c1ccc(Cl)s1)C2
 : -3	-1
> COc1ccc(OC)c(C(C)NC(C)=O)c1 (stereo not given)
 : -10	-1
> COc1ccc(CCNC(=O)C2CCCN(c3ccc(-c4ccco4)nn3)C2)cc1OC (stereo not given)
 : -7	2
> COc1nc(N/N=C/c2cc(OC)c(OC)c(OC)c2)nc(N2CCOCC2)n1
 : ·	i
> O=C(Nc1nc(-c2ccc(S(=O)(=O)N3CCCCCC3)cc2)cs1)c1ccco1
 : 2	46
> COc1ccc2cc(C3CC(c4ccc(OC)c(OC)c4)=NN3C(C)=O)c(Cl)nc2c1 (stereo not given)
 : -8	3
> O=C(Cc1noc2ccccc12)NCc1cc(-c2ccco2)on1
 : -5	-4
> CNC(=O)c1ccc2c(c1)CCN2C(=O)C1CCCC1
 : -1	3
> CCSc1nnc(-c2nn(C)c3c2CN(C(=O)CCC2CCCC2)CC3)n1C
 : -1	2
> CCOc1cc(C=Nc2c(C)n(C)n(-c3ccccc3)c2=O)ccc1O
 : -2	-1
> NC(=O)c1c(NC(=O)c2cc([N+](=O)[O-])nn2Cc2ccccc2)sc2c1CCCC2
 : 0	3
> COc1ccc(Cl)cc1NC(=O)NCc1ccc(C)n1C
 : -6&-5	·
> Cc1cc(C)c2nc(N=C(N)NC(=O)C(C)(C)C)nc(C)c2c1
 : 5	4
> c1cncc(-c2nc3ccccc3s2)c1
 : -16&-6	-3
> Cc1cc(=O)oc2c(N)c(O)ccc12
 : 7	-2
> Cc1nnsc1-c1onc(C)c1C(=O)ON=C(N)c1cc(C(F)(F)F)cc(C(F)(F)F)c1
 : 5	·
> CC1(C)CC(=O)C(C(C2=C(O)CC(C)(C)CC2=O)c2ccc([N+](=O)[O-])s2)C(=O)C1 (stereo not given)
 : 10	47&42
> CCn1ccc2c(ccn2CC(=O)Nc2cccc(Cl)c2C)c1=O
 : -4	5
> CSc1cccc(NS(=O)(=O)c2ccc(C)cc2)c1
 : -2	-5

# The list goes on, starting with the last 3 of the part before.
# Screens in order: Pf apPOL block	mHTT CaM bind
> CC1(C)CC(=O)C(C(C2=C(O)CC(C)(C)CC2=O)c2ccc([N+](=O)[O-])s2)C(=O)C1 (stereo not given)
 : 10	47&42
> CCn1ccc2c(ccn2CC(=O)Nc2cccc(Cl)c2C)c1=O
 : -4	5
> CSc1cccc(NS(=O)(=O)c2ccc(C)cc2)c1
 : -2	-5
> CCN1c2ccccc2C(=O)NC12CCN(C(=O)Nc1ccc3c(c1)OCO3)CC2
 : -4	15
> Cc1csc(NC(=O)C2CCN(c3ncnc4c3nc3n4CCCCC3)CC2)n1
 : 4	17
> CCCC(=O)Nc1ccc(N2CCOCC2)c(Cl)c1
 : -3	-8
> COc1ccc(C2CCCN2C(=O)Nc2ccc(F)c(Cl)c2)cc1 (stereo not given)
 : -3	-6
> CSc1ccc(NC(=O)N2CCc3cn(C)c4cccc(c34)C2)cc1
 : -5	14
> COc1ccc(C2CCCN2C(=O)Nc2ccc(OC)c(OC)c2)cc1 (stereo not given)
 : -3	3
> COCCCNC(=O)c1cnn2c(C)c(Cc3ccccc3C)c(C)nc12
 : -8	42
> Cc1cc(C)c(C#N)c(Nc2ccc(Cl)c(Cl)c2)n1
 : 5	-6
> CCc1ccc(N2C=C(C#N)S(=O)(=O)c3ccc(Cl)cc32)cc1
 : 0	-1
> O=C1CSC(c2ccc([N+](=O)[O-])cc2)N1c1ccccc1 (stereo not given)
 : 0	4
> COc1ccccc1NC(=O)C(Cc1ccccc1)NS(=O)(=O)c1ccc(C)cc1 (stereo not given)
 : -5	10
> CN(C)c1ccc(C2OC(=O)C(C)(C)C(=O)C2(C)C)cc1 (stereo not given)
 : -1	3
> O=C1N2Cc3ccccc3C2CS(=O)(=O)N1Cc1ccccc1 (stereo not given)
 : -6	-4
> Cc1cccc2c(=O)n(C3CCN(S(=O)(=O)c4cc(F)cc(F)c4)CC3)cnc12
 : 1	-3
> CC1(C)CC(=O)C2=C(C1)NC1=C(C(=O)CC(C)(C)C1)C2c1ccccc1C(F)(F)F
 : 2	-3
> O=C(NCC(=O)N1CCN(c2ccc(C(F)(F)F)cn2)CC1)c1c[nH]c2ccccc12
 : -7	-8
> NS(=O)(=O)c1ccc(C23CC4CC(CC(C4)C2)C3)cc1
 : -5	7
> CCN(CC)c1ccc2nc3c(nc2c1)C(=O)c1ccccc1C3=O
 : 8	11
> Cc1ccccc1CC(=O)Nc1cc(-c2ccccn2)no1
 : 9	2
> CC1CCc2c(sc(NC(=O)c3cc4ccccc4c(=O)o3)c2C(N)=O)C1 (stereo not given)
 : -7	2
> COc1cc(CN2CCSCC2)ccc1OCc1ccccc1
 : -2	3
> Cc1ccc2nc(NC(=O)CN(C)S(=O)(=O)c3ccc(Br)s3)sc2c1
 : -1	30
> CCN1CCN(c2nc3c(c(=O)n(C)c(=O)n3C)n2CCSc2nc3ccccc3o2)CC1
 : -2	0
> O=C(c1cc(-c2cccs2)on1)N1CCCC1c1ccc(F)cc1 (stereo not given)
 : -4	-11
> O=C(c1ccoc1)N1CCC(CCOc2ccccc2)CC1
 : -5	11
> O=C(Nc1ccc(N2CCCC2)c(Cl)c1)c1ccco1
 : -2	17
> Cc1cc(C)n(-c2ccc(N3CCC(C(=O)NCc4ccc5c(c4)OCO5)CC3)nn2)n1
 : -8	1
> C=CCN1C(=Nc2cccnc2)SCC1(O)c1ccc(C)cc1 (stereo not given)
 : -6	17
> COc1nccnc1NS(=O)(=O)c1ccc(NC(=O)c2ccc(Br)cc2)cc1
 : 6	8
> N[C@H](C(=O)O)c1cc(O)cc(O)c1
 : 18	·
> Cc1ccc2nc(-c3ccccc3N)[nH]c2c1
 : -8	-5
> CC(=O)NNc1ncnc2c1sc1ncccc12
 : 6	·
> COc1ccc(CNC(=O)C2(C)CCCN(S(=O)(=O)c3ccccc3)C2)cc1 (stereo not given)
 : -5	-6
> Nc1cccc2ccc(-c3cnc4ccccc4c3)nc12
 : -1	57*
> Cn1nc(-c2nc(C3CC3)no2)c2c1CCN(C(=O)c1ccccc1F)C2
 : -4	-3
> CC(=O)Nc1ccc(S(=O)(=O)N2CCSC2C(=O)O)cc1 (stereo not given)
 : -1	-2
> CS(=O)(=O)N(Cc1ccc(C(=O)Nc2cccnc2)cc1)c1ccccc1
 : 0	-8
> O=C(Cn1ncc2c(c1=O)N(C1CC1)C(=O)CS2)NCc1ccc(C(F)(F)F)cc1
 : -7	1
> O=C(c1ccccc1Br)N1CCCCC1CO (stereo not given)
 : -6	-6
> Cc1cccn2c(=O)c(C=Nc3ccccc3)c(NCc3ccco3)nc12
 : 2	2

# A draw from above in order of length of the SMILES, high to low.
# Screens in order: Pf apPOL block	mHTT CaM bind
> Cc1cc(C)n(-c2ccc(N3CCC(C(=O)NCc4ccc5c(c4)OCO5)CC3)nn2)n1
 : -8	1
> CCN1CCN(c2nc3c(c(=O)n(C)c(=O)n3C)n2CCSc2nc3ccccc3o2)CC1
 : -2	0
> COc1ccc(CNC(=O)C2(C)CCCN(S(=O)(=O)c3ccccc3)C2)cc1 (stereo not given)
 : -5	-6
> COc1nccnc1NS(=O)(=O)c1ccc(NC(=O)c2ccc(Br)cc2)cc1
 : 6	8
> Cc1ccc2nc(NC(=O)CN(C)S(=O)(=O)c3ccc(Br)s3)sc2c1
 : -1	30
> CS(=O)(=O)N(Cc1ccc(C(=O)Nc2cccnc2)cc1)c1ccccc1
 : 0	-8
> Cc1cccn2c(=O)c(C=Nc3ccccc3)c(NCc3ccco3)nc12
 : 2	2
> O=C(c1cc(-c2cccs2)on1)N1CCCC1c1ccc(F)cc1 (stereo not given)
 : -4	-11
> CC(=O)Nc1ccc(S(=O)(=O)N2CCSC2C(=O)O)cc1 (stereo not given)
 : -1	-2
> C=CCN1C(=Nc2cccnc2)SCC1(O)c1ccc(C)cc1 (stereo not given)
 : -6	17
> Cc1ccccc1CC(=O)Nc1cc(-c2ccccn2)no1
 : 9	2
> O=C(c1ccoc1)N1CCC(CCOc2ccccc2)CC1
 : -5	11
> Nc1cccc2ccc(-c3cnc4ccccc4c3)nc12
 : -1	57*
> COc1cc(CN2CCSCC2)ccc1OCc1ccccc1
 : -2	3
> Cc1ccc2nc(-c3ccccc3N)[nH]c2c1
 : -8	-5
> N[C@H](C(=O)O)c1cc(O)cc(O)c1
 : 18	·
> CC(=O)NNc1ncnc2c1sc1ncccc12
 : 6	·
> O=C(c1ccccc1Br)N1CCCCC1CO (stereo not given)
 : -6	-6

# Next part:
CCCCNC(=O)C1(O)c2cc(Br)ccc2NC(=O)N1c1ccccc1 (stereo not given)
- Pf apPOL block: -3
- mHTT CaM bind: 1

O=S1(=O)CC(N2CCN(c3ncccn3)CC2)CN1Cc1ccc(F)cc1 (stereo not given)
- Pf apPOL block: -1
- mHTT CaM bind: -4

COc1ccccc1CC(=O)Nc1ccc(C)cc1
- Pf apPOL block: -6
- mHTT CaM bind: -8

CN(C)C(=O)N1CCN(S(=O)(=O)c2ccc(Cl)cc2)CC1
- Pf apPOL block: -6
- mHTT CaM bind: 4

O=C(NC1CCCC1)C1c2ccccc2CC(=O)N1Cc1ccccc1 (stereo not given)
- Pf apPOL block: -3
- mHTT CaM bind: 0

COc1ccccc1CNC(=O)C1Oc2ccccc2NC1=O (stereo not given)
- Pf apPOL block: 3
- mHTT CaM bind: -13

O=C(NCc1ccccn1)C1CCN(S(=O)(=O)N2CCC3(CC2)OCCO3)CC1
- Pf apPOL block: -16
- mHTT CaM bind: 9

N#Cc1c(NC(=O)Cc2ccccc2)sc2c1CCCCC2
- Pf apPOL block: -5
- mHTT CaM bind: -4

COc1ccc(OC)c(NC(=O)c2csc3c2CCCC3)c1
- Pf apPOL block: -1
- mHTT CaM bind: 20

# Single entries from above.
# COc1ccccc1CNC(=O)C1Oc2ccccc2NC1=O (stereo not given) in Pf apPOL block has 3
# CCCCNC(=O)C1(O)c2cc(Br)ccc2NC(=O)N1c1ccccc1 (stereo not given) in Pf apPOL block has -3
